AHR act: human AHR activation | P35869 | AHR-responsive luciferase reporter cells, luminescence | activation, % at 5 µM | 320,000 tested, 2.5% active | AID 2796; in the data active = activation above about 47%;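 note: 0% = vehicle wells and 100% = reference agonist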
Target sequence (P35869 whole entry, looked up): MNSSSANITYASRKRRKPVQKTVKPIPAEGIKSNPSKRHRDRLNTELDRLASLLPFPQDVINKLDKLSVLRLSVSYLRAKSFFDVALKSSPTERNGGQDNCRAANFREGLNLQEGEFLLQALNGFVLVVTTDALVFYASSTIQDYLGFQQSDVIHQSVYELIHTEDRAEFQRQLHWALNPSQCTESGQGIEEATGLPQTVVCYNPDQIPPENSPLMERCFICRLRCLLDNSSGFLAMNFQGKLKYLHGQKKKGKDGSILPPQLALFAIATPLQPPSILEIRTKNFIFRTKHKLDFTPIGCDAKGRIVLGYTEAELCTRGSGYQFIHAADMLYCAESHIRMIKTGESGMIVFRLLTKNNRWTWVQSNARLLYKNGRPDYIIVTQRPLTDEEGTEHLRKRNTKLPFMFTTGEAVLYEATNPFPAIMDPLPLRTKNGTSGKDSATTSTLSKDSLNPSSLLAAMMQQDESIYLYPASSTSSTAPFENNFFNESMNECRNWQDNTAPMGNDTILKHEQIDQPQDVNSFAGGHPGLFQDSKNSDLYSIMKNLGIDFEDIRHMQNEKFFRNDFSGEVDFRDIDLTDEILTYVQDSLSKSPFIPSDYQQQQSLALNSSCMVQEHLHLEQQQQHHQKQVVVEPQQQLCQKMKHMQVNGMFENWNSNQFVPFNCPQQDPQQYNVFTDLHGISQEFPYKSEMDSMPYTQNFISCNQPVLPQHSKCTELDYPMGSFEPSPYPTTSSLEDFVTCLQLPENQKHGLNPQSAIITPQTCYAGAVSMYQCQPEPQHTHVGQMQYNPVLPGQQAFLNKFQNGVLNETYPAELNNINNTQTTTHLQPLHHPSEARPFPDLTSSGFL
CIT2 TOR yeast: alters CIT2-GFP fluorescence in TOR pathway yeast screen; S. cerevisiae CIT2-GFP strain, flow cytometry, 3 h; 100 means same as DMSO wells; AID 2029; GFP response vs DMSO, % at 10 µM; 320,000 tested, 0.065% active;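 active = GFP response relative to DMSO above a set limit, near the screen mean plus 3 SD, cut at about 150% in these data; inconclusive = Fewer than 70 cells measured for a yeast strain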;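 note: ratio of well median GFP fluorescence to mean of DMSO wells on the plate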
LAP4 TOR yeast: alters LAP4-GFP fluorescence in TOR pathway yeast screen; S. cerevisiae LAP4-GFP multiplex, flow cytometry GFP, 3 h; median GFP as percent of DMSO wells; GFP response vs DMSO, % at 10 µM; 320,000 tested, 0.34% active;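 active = GFP response vs DMSO above a set limit, about the screen mean plus 3 SD, cut at about 150% in these data; inconclusive = under 70 cell events counted for the yeast strain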
Yeast superoxide: yeast age-related superoxide inhibition as caloric restriction mimetic | S. cerevisiae aged cells, superoxide DHE fluorescence; stronger effect = lower value | superoxide response (% of plate mean), % at 10 µM | 330,000 tested, 0.18% active | AID 2690;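 active = superoxide response under a set limit, about three screen SD below normal, cut at about 65% in these data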;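 note: yeast aged for seven days with compound at 30 °C before DHE staining; 100% = average MFI of all compound-treated wells on the plate with controls excluded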
RPL19A-GFP yeast: yeast TOR pathway RPL19A-GFP modulation; S. cerevisiae RPL19A-GFP strain, flow cytometry, 3 h; stronger effect = lower value; percent response vs DMSO, % at 10 µM; 330,000 tested, 0.3% active;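 active = percent response vs DMSO below 50%; inconclusive = fewer than 70 events counted for the yeast strain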;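 note: median channel GFP fluorescence of the barcoded RPL19A-GFP strain; ratio of sample median GFP to plate DMSO average so 100% = DMSO; lower means less RPL19A-GFP as with rapamycin TOR inhibition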
AGP1-GFP MLPCN: alters AGP1-GFP fluorescence in TOR pathway yeast screen. S. cerevisiae AGP1-GFP multiplex flow cytometry, 3 h; GFP as percent of DMSO wells. GFP response vs DMSO, % at 10 µM. 320,000 tested, 0.02% active. AID 2066;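 active = GFP response relative to DMSO above a set limit, near screen average plus 3 SD, cut at about 150% in these data; inconclusive = fewer than 70 cells counted for the yeast strain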;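 note: median GFP channel fluorescence of the gated AGP1 strain per well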
Efflux pump inh: inhibitors of Candida antifungal efflux pumps expressed in yeast | S. cerevisiae Candida pump triplex, Nile Red efflux | inhibition, % at 10 µM | 330,000 tested, 0.44% active | AID 485275;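 active = plate passing quality check with inhibition over a set limit, or well fluorescence over plate mean plus 4 SD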;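 note: Nile Red retained in pooled yeast measured as flow cytometry median fluorescence; 0% = buffer negative control and 100% = Enniatin B positive control; higher means more Nile Red kept so more efflux inhibition; some compounds called inactive have numbers as strong as hits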
MEP2-GFP yeast: modulators of TOR pathway MEP2-GFP in S. cerevisiae. S. cerevisiae MEP2-GFP strain, flow cytometry GFP, 3 h; 100% = DMSO control level. GFP response vs DMSO, % at 10 µM. 330,000 tested, 0.51% active;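 active = GFP response versus DMSO above a set limit, roughly screen mean plus 3 SD, cut at about 180% in these data; inconclusive = fewer than 70 cells counted for a yeast strain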;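 note: median GFP fluorescence of the barcode-gated MEP2-GFP cells per well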
* hit, by the source's call; ? = inconclusive; · = not tested or not shown; [ ] = remark or other dose.

SMILES | AHR act | CIT2 TOR yeast | LAP4 TOR yeast | Yeast superoxide | RPL19A-GFP yeast | AGP1-GFP MLPCN | Efflux pump inh | MEP2-GFP yeast
Cc1cc([N+](=O)[O-])cc2c1NC(=O)C2(O)N1CCCCCC1 (stereo not drawn) | 7 | 93 | 93 | 114 | 102 | 97 | 0.0 | 102
Cc1ccc(S(=O)(=O)Oc2ccc(/C=N/NC(=O)c3nn(C)cc3Cl)cc2)cc1 | 7 | 90 | 94 | 109 | 99 | 99 | 0.0 | 97
CCOc1ccc(C2C(C(=O)c3ccco3)=C(O)C(=O)N2CCCn2ccnc2)cc1OC (stereo not drawn) | 3 | 94 | 94 | 114 | 98 | 98 | 0.1 | 95
CCOC(=O)Nc1cc(NC(=O)OCC)c(C)nc1C | 2 | 100 | 101 | 106 | 97 | 104 | 0.0 | 92
COc1ccc(-n2c(=O)c3c4c(sc3n(CC(N)=O)c2=O)CCCCC4)cc1 | 2 | 98 | 105 | 100 | 100 | 107 | 0.0 | 102
Cn1cccc1C(=O)N1CCN(S(=O)(=O)c2ccccc2)CC1 | 0 | 104 | 105 | 95 | 103 | 113 | 0.0 | 106
O=C(NC(=S)Nc1nc(-c2ccc(Br)cc2)cs1)c1ccco1 | 0 | 104 | 108 | 103 | 98 | 122 | -0.1 | 100
C#CCn1ccc(O)c(Cc2c(F)cccc2Cl)c1=O | 0 | 80 | 114 | 98 | 92 | 91 | 0.0 | 99
Cc1ccc(S(=O)(=O)c2cc3c(=O)n4ccccc4nc3n(C3CCCCC3)c2=N)cc1 | -3 | 102 | 91 | 103 | 100 | 94 | -1.0 | 100
O=C(N/N=C/c1ccc(O)c(O)c1)c1cccc(S(=O)(=O)N2CCCCC2)c1 | 2 | 107 | 96 | 87 | 97 | 102 | -0.2 | 100
O=C(O)C1CCCCC1C(=O)NC1C2CC3CC(C2)CC1C3 (stereo not drawn) | 5 | 98 | 99 | 97 | 104 | 93 | 0.2 | 111
Cc1ccc(NS(=O)(=O)c2cccc(C(=O)NCC(c3cccs3)N3CCOCC3)c2)cc1 (stereo not drawn) | 6 | 91 | 96 | 86 | 92 | 91 | -0.1 | 91
Cc1cc(C(=O)COC(=O)C2=NNC(=O)CC2)c(C)n1CCc1ccccc1 | 69* | 95 | 91 | 107 | 99 | 95 | -0.2 | 101
Cn1cc([N+](=O)[O-])c(C(=O)Nc2sc3c(c2C#N)CCC3)n1 | 20 | 101 | 107 | 109 | 98 | 99 | 0.1 | 97
CN1C(=O)N(C)C2(c3ccccc3)N(C)C(=O)NC12c1ccccc1 (stereo not drawn) | -4 | ? | 108[may fluoresce violet] | 105 | 97[may fluoresce violet] | 25[may fluoresce violet] | 0.1 | 141[may fluoresce violet]
CC(=O)Nc1c(O)nc(SCC(=O)N2CCCCC2)[nH]c1=O | 0 | 84 | 97 | 90 | 97 | 99 | 0.1 | 96
COc1ccc(N=C(C)C2=C(O)COC2=O)cc1 | 6 | 113 | 102 | 83 | 104 | 110 | -0.3 | 103
c1cncc(Nc2nc(-c3cccnc3)cs2)c1 | 50* | 107 | 94 | 84 | 94 | 101 | -0.1 | 97
Cn1nccc1C(=O)Nc1sc2c(c1C(N)=O)CCCC2 | 14 | 101 | 102 | 103 | 101 | 88 | -0.1 | 104
O=C(NCc1ccco1)c1ccc2c(c1)N(Cc1ccccc1)C(=O)CS2=O (stereo not drawn) | 0 | 98 | 104 | 98 | 101 | 107 | -0.1 | 101
CCN(CC)c1ccc2ccc(=O)oc2c1 | 1 | 100 | 100 | 123 | 89 | · | 0.0 | 96
COc1cccc(C(=O)OC2CCN(C)CC2)c1 | -3 | 97 | 99 | 99 | 98 | 105 | -0.1 | 99
CC(C)c1nc(N2CCOCC2)c(C#N)c2c1CCC2 | 2 | 107 | 120 | 107 | 109 | 117 | 0.1 | 112
C=CCc1cccc(C=Nc2cc(Br)ccc2O)c1O | 27 | 117 | 97 | 90 | 104 | 104 | -0.3 | 109
Cc1cc(C)c(NC(=O)COc2nncc3ccccc23)c(C)c1 | -4 | 90 | 95 | 98 | 100 | 85 | 0.0 | 100
CCOC(=O)CSc1ccc(C(=O)NCCN2CCOCC2)cc1[N+](=O)[O-] | 2 | 108 | 101 | 92 | 108 | 102 | 0.2 | 103
O=C(Cn1nc(C(F)F)cc1C1CC1)NCCC1=CCCCC1 | 0 | 104 | 98 | 105 | 102 | 109 | 0.0 | 107
COc1cc(NC(=O)c2ccc3c(c2)OCO3)ccc1NC(=O)c1cccs1 | 13 | 100 | 99 | 106 | 108 | 98 | -0.1 | 94
CCN(CC(=O)Nc1ccc(NC(C)=O)cc1)C(=O)C12CC3CC(CC(Cl)(C3)C1)C2 | -1 | 102 | 101 | 92 | 105 | 107 | 0.2 | 104
COc1ccc(NC(=O)c2c(C(F)(F)F)nn(C)c2Cl)cc1 | -2 | 108 | 114 | 105 | 108 | 108 | 0.0 | 106
Cc1ccc(C(=O)NNC(=O)C2CCN(c3nc(C)cc(C)n3)CC2)cc1 | 0 | 94 | 98 | 99 | 101 | 100 | 0.1 | 97
CNS(=O)(=O)c1ccc(NS(=O)(=O)c2ccccc2F)cc1 | 0 | 89 | 98 | 101 | 96 | 106 | 0.0 | 96
O=C(COC(=O)c1ccc([N+](=O)[O-])o1)Nc1cccc(S(=O)(=O)N2CCOCC2)c1 | 1 | 92 | 106 | 104 | 101 | 99 | -0.1 | 97
CN(Cc1ccccc1)C(=O)c1ccc(NC(=O)Cc2cccc(NC(=O)C3CCCN(C(=O)CCc4ccccc4)C3)c2)cc1 (stereo not drawn) | -1 | 98 | 92 | 96 | 96 | 93 | 0.2 | 88
CC(C)COP(=O)(c1ccc(N(C)C)cc1)C(O)c1ccccc1 (stereo not drawn) | 0 | 109 | 98 | 90 | 100 | 106 | -0.1 | 101
OC(COc1ccc(Cl)cc1)CSc1ccccn1 (stereo not drawn) | 0 | 101 | 109 | 94 | 104 | 97 | 0.1 | 109
COc1cc(C(=O)NCc2cn3cccc(C)c3n2)cc(OC)c1OC | 13 | 101 | 101 | 98 | 96 | 100 | -0.1 | 99
COC(=O)C1=CN(Cc2ccc(OC)cc2)C=C(C(=O)OC)C1c1cc(OC)c(OC)c(OC)c1 | 1 | 100 | 99 | 142 | 102 | 103 | 0.1 | 100
CN(CC1CCCO1)S(=O)(=O)c1ccc(C(=O)Nc2ccc([N+](=O)[O-])cc2)cc1 (stereo not drawn) | -2 | 88 | 102 | 105 | 93 | 97 | 0.3 | 97
NC(=O)NC(CC(=O)NCCCc1ccccc1)c1ccccc1Cl (stereo not drawn) | 2 | 96 | 94 | 99 | 99 | 96 | 0.0 | 97
COc1ccc(-n2c(SCC(=O)NC3CC3)nc3ccccc3c2=O)cc1OC | -1 | 88 | 103 | 112 | 96 | 93 | 0.0 | 94
COc1ccc(-c2noc(C3CCCN(C(=O)c4ccccc4C)C3)n2)cc1 (stereo not drawn) | · | 107 | 95 | 96 | 100 | 99 | 0.0 | 108
Cc1cccc(NC(=S)N(CCN2CCOCC2)Cc2cc3cc4c(cc3[nH]c2=O)OCCO4)c1 | 11 | 90 | 101 | 92 | 94 | 97 | 0.0 | 96
O=C(N/N=C(\c1ccccc1)c1cccnc1)C(O)(c1ccccc1)c1ccccc1 | -2 | 94 | 96 | 103 | 101 | 94 | -0.1 | 101
O=C(NCc1nnc(SCC(=O)N2CCCCCC2)o1)c1ccco1 | 3 | 101 | 98 | 92 | 96 | 102 | 0.0 | 101
CCOP(=O)(OCC)c1nc(-c2cccc([N+](=O)[O-])c2)oc1N1CCCCC1 | 6 | 95 | 97 | 90 | 92 | 94 | 0.1 | 98
CCOC(=O)Nc1ccc2c(C)cc(=O)oc2c1 | -6 | 96 | 95 | 91 | · | 89 | 0.3 | 101
CS(=O)(=O)N1CCN(c2ccccc2NC(=O)CSc2ccc(Cl)cc2)CC1 | 0 | 102 | 101 | 97 | 97 | 99 | -0.1 | 100
COc1ccc(-c2cc(N3C(=O)Nc4ccccc4N3O)n[nH]2)cc1OC | 10 | 103 | 117 | 101 | 105 | 103 | -0.6 | 163
Cc1ccc(N2C(=O)Nc3cc(Cl)c(Cl)cc3N2O)cc1Cl | -1 | 102 | 98 | 99 | 98 | 100 | 0.3 | 97
COc1ccc(-c2oc3ccc(-c4cc(OC)c(OC)c(OC)c4)cc3c2C(=O)c2ccc(OC)nc2)cc1 | 6 | 101 | 102 | 116 | 102 | 105 | 0.1 | 108
O=C1c2ccccc2S(=O)(=O)N1CC1CC(c2ccccc2Cl)=NO1 (stereo not drawn) | 11 | 88 | 101 | 116 | 97 | 92 | 0.4 | 101
CC(=O)NCCC1CCN(C(=O)c2cc(COc3ccc(C)nc3)on2)CC1 | -3 | 96 | 94 | 85 | 101 | 96 | 0.0 | 100
COc1cc(C(C)=O)ccc1OCC(=O)OCCCOC(=O)COc1ccc(C(C)=O)cc1OC | -4 | 100 | 97 | 114 | 96 | 96 | -0.2 | 94
O=C(NCCCNc1ccc(C(F)(F)F)cc1[N+](=O)[O-])c1cc(F)c(F)cc1Cl | 5 | 106 | 107 | 116 | 105 | 105 | -0.1 | 106
O=S(=O)(Nc1ccncc1Cl)c1cccc(Cl)c1Cl | 2 | 103 | 96 | 111 | 105 | 92 | 0.0 | 107
NC(=O)NC(CC(=O)NCCc1ccccn1)c1ccccc1Cl (stereo not drawn) | 1 | 106 | 97 | 94 | 102 | 98 | 0.4 | 114
COc1ccc(C(C)(C)C)cc1NC(=O)COC(=O)C(C)C | 3 | 72 | 122 | 96 | 100 | 83 | -0.2 | 92
CCOC(=O)N1CCC(NC(=O)C2CCCN(S(=O)(=O)c3ccc4c(c3)oc(=O)n4C)C2)CC1 (stereo not drawn) | 3 | 103 | 104 | 100 | 101 | 102 | -0.1 | 103
CCn1c(SCC(=O)N2CCN(c3ccccc3)CC2)nnc1-c1ccoc1C | -3 | 116 | 102 | 93 | 110 | 112 | 0.3 | 108

Not a retest: an excerpt of the list.
SMILES | AHR act | CIT2 TOR yeast | LAP4 TOR yeast | Yeast superoxide | RPL19A-GFP yeast | AGP1-GFP MLPCN | Efflux pump inh | MEP2-GFP yeast
CCOP(=O)(OCC)c1nc(-c2cccc([N+](=O)[O-])c2)oc1N1CCCCC1 | 6 | 95 | 97 | 90 | 92 | 94 | 0.1 | 98
CCOC(=O)Nc1ccc2c(C)cc(=O)oc2c1 | -6 | 96 | 95 | 91 | · | 89 | 0.3 | 101

Further results follow:
SMILES | AHR act | CIT2 TOR yeast | LAP4 TOR yeast | Yeast superoxide | RPL19A-GFP yeast | AGP1-GFP MLPCN | Efflux pump inh | MEP2-GFP yeast
Cc1ccc(CNC(=O)CSc2nc3[nH]ncc3c(=O)[nH]2)cc1 | 3 | 102 | 80 | 101 | 104 | 80 | 0.5 | 89
Cn1c(=O)c2c(nc(Oc3ccc4c(c3)OCO4)n2Cc2ccc(Cl)cc2)n(C)c1=O | 2 | 107 | 104 | 101 | 105 | 111 | -0.1 | 111
CCC(=O)NCC(c1ccco1)N1CCN(c2ccc(OC)cc2)CC1 (stereo not drawn) | 3 | 93 | 122 | 93 | 99 | 107 | -0.1 | 121
COc1ccccc1NC(=O)Nc1nc(CC(=O)NCc2ccccn2)cs1 | 21 | 100 | 106 | 74 | 94 | 103 | -0.1 | 91
Cc1cccc(NC(=O)C2CCCN2S(=O)(=O)c2ccc(Cl)cc2)n1 (stereo not drawn) | 1 | 91 | 92 | 93 | 93 | 93 | 0.0 | 89
COc1cc(/C=C(\NC(C)=O)C(=O)NC(C)(C)C)ccc1OC(C)=O | -2 | 98 | 90 | 97 | 101 | 94 | 0.2 | 100

Source: PubChem BioAssay

Outcome played no part in choosing rows (roughly 3.9% active in at least one column).
